Bioassay records: PubChem, several laboratories
DNMT1 inh – DNMT1 (human) enzyme inhibition. P26358. DNMT1 molecular beacon, Hinp1I cleavage, fluorescence. inhibition (reported as % activation of signal), % at 10 µM. hit rate 0.83% among 360,000. AID 588458; in the data active = inhibition above about 50%
STEP inh – STEP (human) phosphatase inhibition | P54829 | recombinant STEP, OMFP fluorogenic substrate, fluorescence | inhibition, % at 20 µM | hit rate 0.25% among 360,000;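 active = inhibition at 20 µM, scaled per plate between control wells, above about 37%, limit read from the data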;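 also: 0% = DMSO with enzyme and substrate and 100% = substrate only without enzyme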
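System: STEP (striatal-enriched tyrosine phosphatase) enzyme, cell-free; medium: Bis-Tris pH 6.0 buffer with DTT, detergent; dosing: 20 µM, 1% DMSO; times: reaction 20 min, ambient temperature; detection: fluorescence, 480/540 nm; read-out basis: normalized % inhibition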
LMPTP block – blocks human LMPTP phosphatase; hit rate 0.22% among 360,000; P24666; recombinant LMPTP-A, OMFP fluorogenic substrate, fluorescence intensity; inhibition, % at 20 µM; AID 651560;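 active = compounds that cut the enzyme signal by at least half of the control window in the single-dose screen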;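 also: plate controls were DMSO wells with enzyme plus substrate for no effect and substrate without enzyme for full effect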
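Test system – LMPTP-A phosphatase enzyme · Quantity – 0.625 nM LMPTP-A final · Reagent – OMFP substrate, 400 µM final · Dosing – one test concentration per compound, 20 µM, with 3% DMSO overall · Timing – 50 min enzyme reaction at room temperature, protected from light · Detection – fluorescence intensity · Controls – substrate-only low control, DMSO enzyme-plus-substrate high control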
TbMetRS inhib – Trypanosoma brucei MetRS inhibition | purified T. brucei MetRS, ATP depletion, Kinase-Glo luminescence | inhibition, % at 11.9 µM | hit rate 0.4% among 360,000 | AID 624268;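 active = inhibition above a per-plate cutoff of the control wells' mean inhibition plus 3 SD, cut at about 5.5% in these data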;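 also: 0% = DMSO wells median and 100% = median of wells with control inhibitor compound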
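Assay system: T. brucei methionyl-tRNA synthetase, purified | Medium: HEPES buffer with MgCl2, KCl, DTT, spermine, BSA, pyrophosphatase | Compound: 11.9 µM single point | Incubation: 15 min enzyme-compound preincubation, 2 h reaction, 10 min detection, 25 °C | Measured by: Kinase-Glo luciferase luminescence reporting remaining unconsumed ATP | Measure: % inhibition normalized to control-well medians | Replication: Singlicate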
E coli Lon inh – E. coli protease La inhibition | P0A9M0 | hit rate 0.42% among 360,000 | inhibition, % at 7.94 µM | purified E. coli Lon protease, fluorescence polarization; in the data active = inhibition above about 13%, passing the limit was not always enough;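 also: 0% = enzyme with probe and DMSO and 100% = no enzyme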
MsrA inh – inhibits bovine methionine sulfoxide reductase A; AID 651718; hit rate 0.75% among 360,000; inhibition, % at 15.5 µM; purified bovine MsrA, absorbance read-out; in the data active = inhibition above about 4.5%;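 also: 0% = vehicle wells with enzyme and 100% = reference inhibitor wells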
CendR NRP1 mod – NRP-1/CendR interaction modulation; O14786; FAM-RPARPAR peptide binding to NRP-1, fluorescence polarization; inhibition, % at 25 µM; hit rate 0.85% among 360,000; AID 602438;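 active = inhibition or corrected inhibition above about 18%, plus a signal ratio from 0.5 to 1.5, limit read from the data, passing the limit was not always enough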; also: strong numbers were not always called active
Target sequence (O14786 whole entry, looked up): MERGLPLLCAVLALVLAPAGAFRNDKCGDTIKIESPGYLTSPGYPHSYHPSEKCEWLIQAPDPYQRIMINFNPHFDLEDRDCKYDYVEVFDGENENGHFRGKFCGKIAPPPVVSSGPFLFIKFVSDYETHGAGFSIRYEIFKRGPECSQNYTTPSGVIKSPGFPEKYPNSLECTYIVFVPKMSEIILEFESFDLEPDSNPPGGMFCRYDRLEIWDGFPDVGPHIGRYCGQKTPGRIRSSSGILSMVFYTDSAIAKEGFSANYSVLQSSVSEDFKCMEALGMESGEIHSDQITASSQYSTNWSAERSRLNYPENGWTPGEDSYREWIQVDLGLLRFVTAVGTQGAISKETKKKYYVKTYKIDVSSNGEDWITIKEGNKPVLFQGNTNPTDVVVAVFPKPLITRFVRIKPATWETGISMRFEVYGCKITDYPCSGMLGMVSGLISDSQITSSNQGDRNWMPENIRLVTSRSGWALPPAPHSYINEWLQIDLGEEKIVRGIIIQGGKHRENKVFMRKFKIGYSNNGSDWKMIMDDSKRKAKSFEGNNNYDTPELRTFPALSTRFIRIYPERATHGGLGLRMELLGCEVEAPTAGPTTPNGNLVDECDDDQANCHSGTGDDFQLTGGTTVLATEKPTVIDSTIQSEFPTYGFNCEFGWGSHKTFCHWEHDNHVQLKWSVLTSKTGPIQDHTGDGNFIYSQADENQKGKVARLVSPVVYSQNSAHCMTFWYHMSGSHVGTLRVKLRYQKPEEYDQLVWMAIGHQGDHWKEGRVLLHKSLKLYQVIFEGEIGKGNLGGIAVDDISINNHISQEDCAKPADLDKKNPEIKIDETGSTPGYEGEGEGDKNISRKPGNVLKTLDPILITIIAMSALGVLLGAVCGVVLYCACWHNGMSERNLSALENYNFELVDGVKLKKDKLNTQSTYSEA
SUMO1-SIM PPI – alters human SUMO1 binding to SIM partners | P63165 | inhibition, % at 20 µM | hit rate 0.33% among 360,000 | SUMO1 binding to a labelled peptide, TR-FRET, 1 h; in the data active = inhibition above about 37%
Target sequence (P63165 whole entry, looked up): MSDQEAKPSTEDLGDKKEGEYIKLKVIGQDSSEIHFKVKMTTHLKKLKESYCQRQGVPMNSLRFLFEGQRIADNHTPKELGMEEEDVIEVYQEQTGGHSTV
bovine MsrA act – bovine methionine sulfoxide reductase A activation; purified bovine MsrA, absorbance read-out; activation, % at 10.6 µM; hit rate 0.3% among 360,000; AID 602163; in the data active = activation above about 7.5%;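 also: 0% = vehicle and 100% = reference activator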
Scp1 inh – blocks human Scp-1 phosphatase activity; AID 493091; hit rate 0.88% among 340,000; Q9GZU7; Recombinant Scp1, phosphopeptide, malachite green phosphate absorbance; inhibition, % at 20 µM;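 active = inhibition above about 50% at 20 µM, limit read from the data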;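 also: plate controls were DMSO wells with enzyme for no effect and wells lacking enzyme for full effect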
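System: SCP-1 catalytic domain; Reagent: Phospho 17-mer peptide substrate; Doses: one concentration, 20 µM, with 1.0% DMSO; Incubation: 45 min room-temperature reaction, 5 min colour, 30 min stabiliser; Signal: Phosphate-binding colour reagent, absorbance read at 630 nm.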
* hit, by the source's call; . = no result given. Compounds as they come. Share with any hit: about 4.3%.

SMILES	DNMT1 inh	STEP inh	LMPTP block	TbMetRS inhib	E coli Lon inh	MsrA inh	CendR NRP1 mod	SUMO1-SIM PPI	bovine MsrA act	Scp1 inh
CSc1nc(C)cc(SCC(=O)Nc2ccc(Cl)cc2Cl)n1	5	-1	2.6	0.6	2	-0.5	6	3	-2	-2
COc1ccc(/C=N/NC(=S)Nc2c(C)n(C)n(-c3ccccc3)c2=O)cc1OC	-1	-1	-1.8	0.9	-5	5.2*	4	-7	1	4
O=C(CSc1ccccc1F)NC(=O)c1ccccc1Br	-1	-5	2.2	-0.1	6	0.9	-6	-8	-2	27
O=C(Nc1cccc(C(F)(F)F)c1)C(Sc1ncnc2ccccc12)c1ccccc1 (centres undefined)	-8	-1	3.3	0.2	-4	1.7	-2	-1	-4	0
CCCCN(C)CCCNC(=O)CN1C(=O)CSc2ccc(S(=O)(=O)N3CCOCC3)cc21	2	0	-1.7	-1.8	2	-0.3	7	2	-16	7
COC(=O)c1cc2occc2n1Cc1nc(-c2ccc(Cl)cc2)oc1C	1	0	0.6	-0.1	-9	0.9	-4	1	1	-10
COC(=O)CCN1CCN(S(=O)(=O)c2cccc(Br)c2)CC1	1	9	-1.7	0.0	-3	-1.5	6	15	-3	-9
Cc1cnc(NC(=O)C2(C)CCN2C(=O)C(C)C)s1 (centres undefined)	0	-2	-0.3	-0.4	-7	-1.5	16	1	-2	.
O=C(Nc1ccccc1-c1nnn(CC(=O)N2CCOCC2)n1)c1ccc(F)cc1	5	-1	-1.7	0.2	-1	-1.1	-2	3	-6	-3
CCCN(C(=O)c1cccs1)c1c(N)n(Cc2ccccc2)c(=O)[nH]c1=O	1	2	-1.1	0.0	-16	-0.4	0	4	2	-4
Cc1ccc(S(=O)(=O)CC(=O)N(C)C)cc1	5	-1	-0.5	-1.3	2	1.0	11	-1	-12	-3
Cc1nn(C)cc1CNC(=O)c1ccccc1Br	3	-1	-0.3	-1.4	9	1.7	4	1	-11	-4
O=C1CN(C(=O)CSc2nc3ccccc3n2CCc2ccccc2)c2ccccc2N1	-5	2	0.8	-0.3	22	0.7	-15	-1	-1	1
CCSc1nnc(NC(=O)CC)s1	0	0	-0.5	-1.2	6	-0.6	15	1	-7	0
COC(=O)Cc1ccc(OC2(C)CCN(Cc3csc4ccccc34)C2)cc1 (centres undefined)	4	-1	-2.2	-0.2	-9	0.6	-3	-3	-1	.
Cc1ccc(Cn2cccc(NC(=O)c3ccco3)c2=O)cc1	-4	1	0.0	-0.6	-5	2.7	-2	-6	-2	-11
COCCCn1c(SCCc2ccccc2)nc2cc(OC)c(OC)cc2c1=N	2	-3	4.9	-0.6	1	0.3	3	4	-3	2
Cc1cc(C)n2nc(SCC(=O)Nc3ccccc3F)nc2n1	-2	-1	-0.3	-0.2	4	1.3	6	-2	-2	0
COc1ccccc1CNC(=O)C1(C)CCN1Cc1ccc2ccccc2c1 (centres undefined)	31	2	0.4	-0.3	-6	-0.8	6	5	1	.
CN(Cc1cccnc1)Cc1cn(C)nc1-c1cccc(Cl)c1	2	3	-1.9	-0.1	3	-0.8	-4	-6	-1	3
COc1ccc(-n2c(C)nn(C)c2=O)cc1	5	-3	-0.1	-1.3	2	1.6	-3	-7	-11	7
CCN(CC)CCNC(=O)c1c(O)c2cccc3c2n(c1=O)CCC3	1	-3	-3.0	0.3	-5	-0.1	7	-1	0	-2
CC(C)Cn1c(C(C)C)nc([N+](=O)[O-])c1S(=O)(=O)c1ccc(F)cc1	12	0	-0.6	0.0	-10	0.7	4	-4	-3	-8
CC1CCCN(C(=O)CSc2nnc3ccccn23)C1 (centres undefined)	6	-2	-1.0	-0.5	-12	0.6	19	2	-2	-16
O=[N+]([O-])c1cccc(C2Nc3ccccc3CO2)c1 (centres undefined)	4	2	-0.6	-0.1	-4	0.0	-6	-23	-1	.
O=C(NNC(=S)Nc1ccc(F)cc1)[C@H]1C[C@@H]1c1ccccc1	4	-1	0.3	0.5	6	1.1	12	-4	-2	-10
COc1ccc(-c2cc(C(=O)N3CCCc4ccccc43)no2)cc1OC	-5	0	1.0	-0.3	-1	0.6	1	-4	0	-8
O=C(c1ccc(S(=O)(=O)N2CCCC2)cc1)N1CCCCC1	3	0	-0.4	-0.4	-1	-0.2	-4	5	-1	0
C[C@H](CO)N1C[C@H](C)[C@@H](CN(C)C(=O)Nc2ccc(C(F)(F)F)cc2)Oc2c(NC(=O)CCC(F)(F)F)cccc2C1=O	-2	-2	2.6	-0.3	0	-1.3	-2	6	0	2
COc1ccc(CCNC(=O)c2ccc(C)s2)cc1OC	-10	0	-2.2	-0.8	5	0.0	7	-1	-4	-12
COc1ccccc1N1CCN(/N=C\c2sccc2C)CC1	0	1	0.5	0.3	-4	1.2	4	-4	-4	-6
Cc1cc(-c2cc(-c3ccc(Cl)cc3)nc(N)c2C#N)co1	-17	5	2.3	-0.7	-9	0.1	-56	-4	-4	-5
CC1(C)CC(=O)C=C(c2ccc(-c3cccc(C(N)=O)c3)cc2)C1=O	-1	-1	-0.1	0.0	1	1.3	4	-29	1	.
Cc1[nH]c2ccc(C(=O)NCCCN3CCOCC3)cc2c1C	0	-1	0.2	-0.3	-4	0.6	14	6	0	-3
CCOC(=O)Nc1ccccc1C(=O)Nc1cc(C)cc(C)c1	4	-3	0.2	-0.9	14	1.6	-5	0	-1	3
O=C(Nc1ccccc1)c1cc(C2CCCCN2S(=O)(=O)Cc2cccc(C(F)(F)F)c2)on1 (centres undefined)	-5	4	2.1	-0.3	-10	1.5	-4	4	5	.
O=C(N/N=C/c1c[nH]c2c1ccc1ccccc12)c1ccc([N+](=O)[O-])cc1	30	1	0.4	-0.2	-1	2.9	-3	-4	-5	-9
Cc1ccc(CC2CC(=O)N(c3ncccn3)C2=O)cc1 (centres undefined)	2	0	-2.6	-0.7	-4	-0.1	4	2	3	-7
Nc1nc(SCC(=O)Nc2ccccc2-c2ccccc2)n[nH]1	1	-2	-1.6	0.0	-3	0.0	-14	1	0	-6
Cc1cccc(NC(=S)N2CCC(NC(=O)c3cccc(F)c3)CC2)c1	4	0	0.6	-0.3	0	-1.2	-10	3	-4	14

Compound profiles, as listed above. Order of values: DNMT1 inh	STEP inh	LMPTP block	TbMetRS inhib	E coli Lon inh	MsrA inh	CendR NRP1 mod	SUMO1-SIM PPI	bovine MsrA act	Scp1 inh
O=[N+]([O-])c1cccc(C2Nc3ccccc3CO2)c1 (centres undefined) is entered as 4	2	-0.6	-0.1	-4	0.0	-6	-23	-1	.
CCN(CC)CCNC(=O)c1c(O)c2cccc3c2n(c1=O)CCC3 is entered as 1	-3	-3.0	0.3	-5	-0.1	7	-1	0	-2

Later entries:
SMILES	DNMT1 inh	STEP inh	LMPTP block	TbMetRS inhib	E coli Lon inh	MsrA inh	CendR NRP1 mod	SUMO1-SIM PPI	bovine MsrA act	Scp1 inh
O=C(Nc1nc2c(s1)CCCC2)c1ccc(Br)s1	-6	0	1.7	-1.0	-8	1.6	-1	1	-4	3
COc1ccc(-n2cnnc2SCc2csc(-c3ccccc3)n2)cc1	1	1	-0.6	-0.5	-4	-0.1	-8	1	-2	-2
CCc1ccc(OCC(=O)NNC(=S)NC(=O)C2CC2)c(Br)c1	0	0	1.4	-0.4	-7	-0.9	10	6	-1	-5
CN(C)c1ccc(C2CC(=O)C=C(Nc3ccccc3N)C2)cc1 (centres undefined)	-4	-3	-0.8	-0.7	-17	0.1	5	-3	-1	-11
COc1ccc(S(=O)(=O)NC(=O)C2(C)CCN2C(=O)COc2ccc(Cl)cc2)cc1OC (centres undefined)	3	-2	-1.9	-0.2	0	0.4	13	-2	-2	.
CCn1c(O)c(N=NC2=NC(=O)CS2)c2ccccc21	3	2	0.3	-0.8	-4	4.1	-2	-14	-5	2
O=C(Oc1coc(CSc2ncccn2)cc1=O)c1ccco1	5	0	-1.8	-0.2	5	1.0	3	2	-1	-8
CCCCNC(=O)N(C)c1nc2ccccc2s1	-4	-2	-0.5	0.2	2	1.6	-3	9	-3	2
CC(C)CCNC(=O)C(C)N(Cc1ccc(F)cc1)C(=O)c1ccc(CN2CCCCC2)o1 (centres undefined)	2	5	-1.0	-0.4	5	.	-6	3	-1	0
Cc1cc(C)c2nc(N(CCCN(C)C)C(=O)c3ccc(S(=O)(=O)N4CC(C)OC(C)C4)cc3)sc2c1 (centres undefined)	8	1	-0.2	-0.5	2	-0.9	17	1	-1	5
Cc1cc(N2C(=O)c3ccc(C(=O)Nc4ccc(O)cc4C(=O)O)cc3C2=O)no1	3	5	-0.7	0.1	-5	3.3	-46	-9	-1	26
CC(c1n[nH]c(=S)n1-c1ccc(Cl)cc1)N(C)C (centres undefined)	-3	-2	0.2	0.1	0	-1.5	18	1	0	-4
CC(C)Cn1c2c(c(O)c(C(=O)Nc3nc4ccccc4s3)c1=O)CCCC2	4	-2	-0.9	2.8	2	-1.0	14	-6	-3	-17
COc1ccc(CC(=O)N2N=C(c3ccncc3)CC2(O)C(F)(F)F)cc1 (centres undefined)	2	-1	0.3	-0.2	-12	2.3	1	0	-4	-1
O=C(CSc1nnnn1-c1ccc(O)cc1)NC1CCCCC1	3	-2	-0.9	-0.1	0	-0.2	2	2	-4	-7
Cc1ccccc1C(=O)NC(=S)Nc1sc2c(c1C#N)CCC(C)C2 (centres undefined)	-5	1	11	-0.4	2	0.2	-42	2	-3	-7
COc1ccc(CC(=O)OC(C)CN2CCCC2)cc1 (centres undefined)	7	-4	0.0	-1.7	-9	0.2	2	1	-15	5
Cc1cc(C(=O)COC(=O)c2nn(C)c(=O)c3ccccc23)c(C)n1C	1	0	0.5	-0.4	12	0.5	5	-9	-5	-8
CN(CCCNC(=O)C1CCC(CNS(=O)(=O)c2ccccc2)CC1)Cc1ccccc1 (centres undefined)	2	-4	-1.5	-0.3	-2	-1.1	2	-5	-3	-9
CCc1nc2ccccc2n1CC(=O)NC1CCS(=O)(=O)C1 (centres undefined)	-1	-3	1.4	0.5	-5	-0.4	12	-17	-4	-18
C#CCOCCOCCOCCNc1nc(N2CCN(C(=O)Cn3cc(CCO)nn3)CC2)nc(N2CCN(C(=O)[C@H]([C@@H](C)CC)n3cc(CCCCN)nn3)CC2)n1	1	2	-5.3	-0.1	-4	-0.6	0	1	2	-1

2 entries from above, with two lines to a compound.
Every second line gives: DNMT1 inh | STEP inh | LMPTP block | TbMetRS inhib | E coli Lon inh | MsrA inh | CendR NRP1 mod | SUMO1-SIM PPI | bovine MsrA act | Scp1 inh
COc1ccc(S(=O)(=O)NC(=O)C2(C)CCN2C(=O)COc2ccc(Cl)cc2)cc1OC (centres undefined)
 : 3 | -2 | -1.9 | -0.2 | 0 | 0.4 | 13 | -2 | -2 | .
CCn1c(O)c(N=NC2=NC(=O)CS2)c2ccccc21
 : 3 | 2 | 0.3 | -0.8 | -4 | 4.1 | -2 | -14 | -5 | 2
